HEK293 tox = qHTS of GLP-1 Receptor Inverse Agonists: Cytotox Screen; HEK293 cAMP-luciferase reporter cells, luminescence, 24 h; Potency, µM (series often up to 38.3 µM), for inactives: top-dose activity change, negative = inhibition, hits mostly inhibitors; 0.13% of 410,000 active;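 note: loss of luciferase light is scored as toxicity; potency is the fitted concentration of half-maximal effect; % is set by controls: 0 for no effect and ±100 for the full control effect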
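To flag toxic compounds, the library was rerun on cells for 24 hr at 37 deg C and 5% CO2. Viability-linked luminescence was captured 12 min after adding luciferase detection reagent.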
DRD3 antagonist = qHTS of D3 Dopamine Receptor Antagonist: qHTS. D3R cells, DiscoveRx beta-arrestin luminescence, antagonist mode; active compounds read low. AID 652054, 2013. 2.5% of 360,000 active. D(3) dopamine receptor (Homo sapiens), P35462. max response, negative = inhibition, %; in the data active = max response below about -50%; inconclusive = no clear call, values can overlap the other calls; note: % is set by controls: 0 for no effect and ±100 for the full control effect; mostly tested at two doses, the higher about 12 µM
Target sequence (P35462 whole entry, looked up): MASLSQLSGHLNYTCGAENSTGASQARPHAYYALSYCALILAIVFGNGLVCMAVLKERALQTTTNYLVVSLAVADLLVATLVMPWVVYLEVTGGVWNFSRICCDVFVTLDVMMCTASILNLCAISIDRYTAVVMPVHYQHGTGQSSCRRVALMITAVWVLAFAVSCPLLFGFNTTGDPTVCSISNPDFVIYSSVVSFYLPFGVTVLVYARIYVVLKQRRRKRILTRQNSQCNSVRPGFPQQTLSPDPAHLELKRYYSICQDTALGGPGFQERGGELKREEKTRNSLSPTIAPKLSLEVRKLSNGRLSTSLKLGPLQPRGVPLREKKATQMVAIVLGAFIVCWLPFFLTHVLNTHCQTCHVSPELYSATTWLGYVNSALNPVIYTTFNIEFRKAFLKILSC
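Cells plated overnight at 1500 cells/well, then exposed to library compounds with dopamine controls for 90 minutes at 37 degrees C. DiscoveRx reagent added for 30–60 minutes at room temperature; luminescence read, quantitative HTS format.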
GLP-1R agonist = qHTS of GLP-1 Receptor Agonists; HEK293 GLP-1R CRE-luciferase, luminescence, 4-6 h; cells express a hypersensitive GLP-1R form; Potency, µM (top dose mostly 45.6 µM), for the others: top-dose activation, most hits filed as activators; 0.007% of 380,000 active; AID 624172, 2012; note: potency is the fitted concentration of half-maximal effect; % of control where 0% means no effect
Target sequence (P43220 whole entry, looked up): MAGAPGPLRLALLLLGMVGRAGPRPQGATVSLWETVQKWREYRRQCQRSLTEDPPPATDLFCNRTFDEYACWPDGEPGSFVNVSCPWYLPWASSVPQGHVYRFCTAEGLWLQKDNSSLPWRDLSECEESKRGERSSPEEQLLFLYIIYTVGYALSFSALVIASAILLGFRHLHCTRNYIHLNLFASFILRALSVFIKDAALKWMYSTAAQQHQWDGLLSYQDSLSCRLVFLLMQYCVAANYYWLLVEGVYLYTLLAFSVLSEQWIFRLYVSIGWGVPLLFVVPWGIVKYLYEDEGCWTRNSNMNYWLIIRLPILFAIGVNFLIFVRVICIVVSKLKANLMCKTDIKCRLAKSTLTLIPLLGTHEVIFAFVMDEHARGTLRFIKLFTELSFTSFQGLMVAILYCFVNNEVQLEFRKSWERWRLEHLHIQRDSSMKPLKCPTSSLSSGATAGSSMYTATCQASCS
aSyn yeast inh = qHTS of alpha-syn Inhibitors | Yeast expressing alpha-synuclein, growth rescue, BacTiter-Glo, 24 h | Potency, µM (titrated, usually from 46.1 µM), for the others: top-dose growth rescue (activation), usual class: activators | 0.14% of 370,000 active | AID 652106, 2013; note: potency is the fitted concentration of half-maximal effect; % of control where 0% means no effect; nearly all actives have a fitted effect of over 65% in size
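Readout is rescue of growth in alpha-synuclein-expressing yeast, so inhibitors of toxicity appear as activators. Growth after 24 hr at 30 deg C in galactose medium is quantified by luminescence.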
KB-V1 MDR tox = qHTS assay for MDR1-selective chemotherapeutics: Primary screen using the drug-selected MDR subline cells KB-V1; KB-V1 MDR cells viability, CellTiter-Glo, 72 h; Potency, µM (highest dose often 46.1 µM), for inactives: at the highest dose activity change, negative = cytotoxicity, actives largely listed as cytotoxic; 3.4% of 400,000 active; AID 1347076, 2019; note: potency is the fitted concentration of half-maximal effect; % is set by controls: 0 for no effect and ±100 for the full control effect; nearly all actives have a fitted effect of over 60% in size
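KB-V1 cells (P-gp-expressing MDR subline of KB-3-1) in phenol-red-free DMEM with 10% FBS were exposed to library compounds over a concentration series for 72 h at 37 degrees C. Viability read by CellTiter-Glo luminescence; concentration-effect curves fitted after normalization.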
D3 ag = qHTS of D3 Dopamine Receptor Agonist: qHTS. 0.58% of 410,000 active. max activation, %. D3R DiscoveRx beta-arrestin cells, luminescence, 90 min. AID 652048, 2013. D(3) dopamine receptor (Homo sapiens), P35462; in the data active = max activation above about 30%; note: 0% is about no effect; mostly tested at two doses, the higher about 12 µM
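Cells at 1500/well, incubated overnight, then treated with pinned compounds (dopamine as control) for 90 min at 37 degrees C. DiscoveRx reagent added for 30 - 60 minutes at room temperature; luminescence read.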
PTHR1 agonist = qHTS for PTHR1 Agonists: Primary Screen; Parathyroid hormone/parathyroid hormone-related peptide receptor (Homo sapiens), Q03431; HEK293 GP2 PTHR1 cells, GloSensor cAMP luminescence, 1 h; Potency, µM (top dose mostly 115 µM), inactives show at the highest dose activation, hits mostly activators; 0.075% of 410,000 active; AID 743266, 2014; note: potency is the fitted concentration of half-maximal effect; nearly all actives have a fitted effect of over 55% in size; some results filed as inactive show a strong effect at the top dose; inactives centre near -15; many of its hits are not listed in these tables
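HEK-293-derived GP2 cells expressing PTHR1 and a GloSensor cAMP reporter, 3,000/well, plated overnight, given luciferin plus IBMX (each 0.5 mM as added) for 1 h at 37 °C, then compound for 1 h at 37 °C. Luminescence was read after 15 min at room temperature.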
TDP-43 yeast inh = qHTS of TDP-43 Inhibitors; 1.8% of 410,000 active; TDP-43 expressing yeast growth rescue, BacTiter-Glo, 24 h; Potency, µM (series often up to 46.1 µM), for the others: top-dose growth rescue (activation), actives largely listed as activators; AID 652104, 2013; note: potency is the fitted concentration of half-maximal effect; % of control where 0% means no effect; nearly all actives have a fitted effect of over 50% in size
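In this qHTS, compounds that restore growth of yeast expressing TDP-43 appear as activators. Cells (OD600=0.02, galactose medium, raffinose-pregrown) are incubated with compound 24 hr at 30 deg C and growth is quantified by BacTiter-Glo.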
GLP-1R inv ag = qHTS of GLP-1 Receptor Inverse Agonists (Inhibition Mode); Glucagon-like peptide 1 receptor (Homo sapiens), P43220; HEK293 GLP-1R CRE-luciferase, luminescence, 24 h; GLP-1R form is constitutively active; Potency, µM (titrated, usually from 38.3 µM), inactives show at the top dose activity change, negative = inhibition, usual class: inhibitors; 1.6% of 410,000 active; note: potency is the fitted concentration of half-maximal effect; % is set by controls: 0 for no effect and ±100 for the full control effect; nearly all actives have a fitted effect of over 55% in size
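Luminescence readout: a drop in cAMP-driven luciferase signal flags inverse agonism at a constitutively active GLP-1R stably expressed in HEK293. Compound exposure lasted 24 hr at 37 deg C, 5% CO2.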
Numbers without * were called inactive; i = inactive; ? = inconclusive; nt = no result given; [ ] = dose if it differs, or a comment. Unless noted, calls come from the whole dose curve; as a rule, active = well fitted curve in the direction sought with a large enough effect; inconclusive = small, poorly fitted or top-dose-only effect, or another doubt; inactive = no such curve, though single readings can be large; an effect the other way counts as inactive or inconclusive. Only part of the results is shown; count on the stated rates, not on these rows.

SMILES | HEK293 tox | DRD3 antagonist | GLP-1R agonist | aSyn yeast inh | KB-V1 MDR tox | D3 ag | PTHR1 agonist | TDP-43 yeast inh | GLP-1R inv ag
Cn1c(C(=O)N2CCC(C(=O)NCc3ccccc3)CC2)cc2sccc21 | -6% | -9 | 3% | 3% | 0% | -16 | i | 9% | -8%
CCOC(=O)c1c(NC(=O)c2cc(C)on2)c2cc([N+](=O)[O-])ccc2n1C | 3% | -12 | -1% | 1% | 2% | -4 | ? | -16% | 3%
N#CCc1ccc(OC(=O)c2cccnc2)cc1 | -3% | -27 | 6% | -9% | 12% | -10 | -10% | -18% | 0%
COc1ccc(-c2cc(C(=O)N3CCCCCC3)c3cc(C)ccc3n2)cc1 | -7% | 1 | 24% | 2% | -4% | 3 | -23% | 0% | ?
CCOC(=O)c1c(NC(=O)COc2cccc(C(F)(F)F)c2)sc2c1CCCCC2 | 0% | nt | nt | nt | 11% | 3 | -23% | 19% | -14%
O=[N+]([O-])c1ncn(C23CC4CC(CC(C4)C2)C3)n1 | 4% | 8 | -4% | -2% | ? | 26 | i | -7% | -4%
CC1Sc2ccc(S(=O)(=O)N3CCC(C(=O)Nc4cccc(Cl)c4)CC3)cc2NC1=O (stereo not given) | -11% | 21 | -2% | 1% | -5% | 8 | -50%[inhibitor] | 4% | ?
CCOc1ccc(OCC)c(NC(=O)CCCN2C(=S)NC(C)(C)CC2C)c1 (stereo not given) | ? | -56* | 10% | -2% | -2% | 0 | i | -1% | -16%
COc1ccc(-c2cnc3c(c2)C(=O)N([C@H](C)CO)C[C@H](C)[C@H](CN(C)C(=O)Cc2cccnc2)O3)cc1 | 5% | 6 | 6% | 2% | 0% | 0 | -21% | 6% | 6%
COc1cc(OC)c(C(=O)NNC(=O)c2ccccc2-n2cccc2)cc1OC | 12% | -18 | -4% | 1% | -9% | -14 | -12% | 4% | 7%
O=C(CSc1nnc(CN2CCCCCC2=O)n1-c1ccccn1)NCC(F)(F)F | -18% | 15 | -4% | 0% | 0% | -4 | -51%[inhibitor][57.5 µM] | -27% | 0%
CCOC(=O)c1c(C)[nH]c(C)c1C(=O)COC(=O)CSc1ccc(C)cc1 | 3% | -13 | -3% | 0% | -9% | -4 | 1% | 23% | 26%
COc1ccc(C(=O)NN=C2CCCC2)cc1OC | -8% | 11 | 1% | ? | ? | -19 | -20% | -7% | 19%
COCCNC(=O)CSc1nc(-c2ccccc2)cs1 | -1% | 5 | 5% | 6% | 12% | -3 | i | -8% | 0%
CCCCN(Cc1nc2ccccc2c(=O)[nH]1)C(=O)COc1ccc(F)cc1Cl | 7% | 2 | 9% | -1% | 0% | 2 | -23% | 3% | 16%
CC(=O)Nc1ccc(S(=O)(=O)N[C@@H](C)C(=O)NC2CCCc3ccccc32)cc1 (stereo not given in full) | 3% | -5 | 3% | -6% | 44% | -16 | 0% | 16% | 7%
CCOc1ccc(N(CC(=O)NCc2ccco2)S(=O)(=O)c2ccc(OC)c(OC)c2)cc1 | -10% | 43 | 1% | 7% | 2% | 5 | i | 8% | 8%
CC(C(=O)Nc1ccc(F)c(F)c1F)N(C)CC(=O)Nc1ccccc1Br (stereo not given) | -1% | 10 | 20% | 1% | ? | 3 | -9% | -12%[0.397 µM] | ?
Cc1ccc(C)c(CSc2cn(CC(=O)N3CCCC3)c3ccccc23)c1 | ? | nt | nt | nt | nt | 1 | -26% | 0% | ?
Cc1ccc(CNC(=O)CCC(=O)Nc2nnc(C)s2)cc1 | 4% | -6 | -4% | -8% | 21% | -1 | i | 0% | 2%
CCCCC[C@H](C)N1C[C@@H](COCc2ccccc2)Oc2cc(N3CC[C@@H](O)C3)ccc2S1(=O)=O | ? | 0 | -3% | 16% | ? | 1 | i | -3% | 10µM*
Cc1ccc(S(=O)(=O)N2CCN(S(=O)(=O)c3ccc(C)cc3)C3OCCOC32)cc1 (stereo not given) | 9% | 6 | 9% | 0% | ? | -2 | -20%[57.5 µM] | -12% | 26%
Cn1cnc2c(ncn2C2OC(CO)C(O)C2O)c1=S (stereo not given) | -11% | -2 | 6% | -5% | 22% | 1 | i | -16% | 0%
O=c1[nH]cc(O)c(=O)[nH]1 | -14% | -1 | 6% | 6% | -10% | -14 | -17% | 5% | -23%
Cc1ccc(C(=O)NN2C(=O)/C(=C/c3cccn3C)SC2=S)cc1 | ? | 0 | 6% | 1% | 18% | -1 | -6% | 9% | ?
CN(C)c1nc(N/N=C/c2c[nH]c3ccccc23)nc(N2CCOCC2)n1 | 10% | -9 | -8% | -4% | -24% | 1 | 0% | -1% | ?
CCN(CC)C(=O)COc1ccc(/C(C)=N/Nc2ncc(Cl)cc2Cl)cc1 | -13% | 0 | 11% | -9% | 0% | -2 | -15% | 20% | -10%
N=C1S/C(=C\c2ccc(-c3ccccc3C(=O)O)o2)C(=O)N1c1ccc2c(c1)OCO2 | -6% | ? | -1% | -4% | 0% | -8 | i | 4% | 12%
COc1ccc(F)cc1S(=O)(=O)Nc1cc2c3c(c1)CCN3C(=O)CC2 | 2% | 23 | 8% | -1% | -14% | 3 | i | 23% | 34%[activator]
COc1ccc2c(c1)C(=O)Cc1ccccc1O2 | -6% | -14 | 13% | 3% | 13% | -17 | -3% | -6%[1.82 µM] | -7%
Cc1cc(-c2nnc(CCC(=O)N(C)Cc3ccsc3)o2)no1 | 3% | 8 | 0% | 4% | 10% | -5 | i | 27% | 13%
O=Cc1ccc(N2CCCCCC2)cc1 | -5% | 20 | 6% | 6% | ? | 5 | -4% | 17% | 5%
COc1ccc(CN2CCC(C(=O)N(C)CCc3ccc(OC)c(OC)c3)CC2)c(OC)c1 | 6% | -5 | 0% | -5% | 12% | 0 | -12%[57.5 µM] | -9% | -17%
COc1ccccc1CN1COc2ccc3c(oc(=O)c4ccccc43)c2C1 | -3% | nt | nt | nt | -3% | -17 | i | -17% | -15%
CC(C)(C)C(=O)NC(=S)Nc1ccccc1C(=O)NC1CCCCC1 | 5% | -4 | 3% | 7% | ? | -12 | 22% | 19% | -27%
Cn1nnnc1SCCCNCc1cccc(OCc2ccccc2F)c1 | -7% | nt | nt | nt | 0% | -23 | -24% | 5%[9.22 µM] | -37%
COc1ccc(NC(=O)Nc2ccc3c(c2)C(=O)N([C@H](C)CO)C[C@H](C)[C@@H](CN(C)C(=O)Nc2ccc4c(c2)OCO4)O3)cc1 | 21% | -14 | -2% | 10% | 7% | 17 | -4% | 13% | 17%
CCOC(=O)C1CCCN(C(=O)c2cc(C)oc2C)CC1 (stereo not given) | -11% | 22 | 6% | 0% | 4% | 6 | 14% | 0% | 6%
CCN1c2ccccc2-n2cccc2C12CCN(C(=O)Nc1ccccc1C(F)(F)F)CC2 | -1% | nt | nt | nt | 3% | -6 | -13% | 11% | -37%
C#CCNC(=O)C1=C[C@H](C)C[C@H](OCc2ccc(CO)cc2)O1 | 9% | -25 | 1% | 2% | 8% | -28 | i | -10% | 21%
CC(=O)c1ccc(-n2c(=O)[nH]c(=O)c3c(N)c(C(=O)c4ccc(Cl)cc4)sc32)cc1 | -3% | ? | 1% | 4% | -23% | -2 | i | 4% | 0%
CCC(c1nnnn1C1CCCC1)N1CCN(c2ccccc2)CC1 (stereo not given) | -1% | 0 | 0% | 8% | ? | -7 | -4% | 0% | -10%
Cc1cc(N2CCOCC2)nc(N2CCOCC2)n1 | 32%[activator] | 3 | 0% | -6% | -3% | 9 | -8% | -24% | 13%
C=C(C)CN(CC)C(=O)CSc1nc(O)cc(=O)n1C1CCCC1 | -8% | -6 | 1% | -6% | -11% | 2 | -28% | -4% | ?

Filtered by structure: those above with fluorine.
SMILES | HEK293 tox | DRD3 antagonist | GLP-1R agonist | aSyn yeast inh | KB-V1 MDR tox | D3 ag | PTHR1 agonist | TDP-43 yeast inh | GLP-1R inv ag
CCOC(=O)c1c(NC(=O)COc2cccc(C(F)(F)F)c2)sc2c1CCCCC2 | 0% | nt | nt | nt | 11% | 3 | -23% | 19% | -14%
O=C(CSc1nnc(CN2CCCCCC2=O)n1-c1ccccn1)NCC(F)(F)F | -18% | 15 | -4% | 0% | 0% | -4 | -51%[inhibitor][57.5 µM] | -27% | 0%
CCCCN(Cc1nc2ccccc2c(=O)[nH]1)C(=O)COc1ccc(F)cc1Cl | 7% | 2 | 9% | -1% | 0% | 2 | -23% | 3% | 16%
CC(C(=O)Nc1ccc(F)c(F)c1F)N(C)CC(=O)Nc1ccccc1Br (stereo not given) | -1% | 10 | 20% | 1% | ? | 3 | -9% | -12%[0.397 µM] | ?
COc1ccc(F)cc1S(=O)(=O)Nc1cc2c3c(c1)CCN3C(=O)CC2 | 2% | 23 | 8% | -1% | -14% | 3 | i | 23% | 34%[activator]
Cn1nnnc1SCCCNCc1cccc(OCc2ccccc2F)c1 | -7% | nt | nt | nt | 0% | -23 | -24% | 5%[9.22 µM] | -37%
CCN1c2ccccc2-n2cccc2C12CCN(C(=O)Nc1ccccc1C(F)(F)F)CC2 | -1% | nt | nt | nt | 3% | -6 | -13% | 11% | -37%

Bioassay records from PubChem BioAssay.
